# NCI-60 one-dose screen, 48 h, at 10 µM unless noted. Numbers give growth in % (100 = growth as untreated, 0 = no growth, -100 = all killed).
# DU-145 – DU-145 prostate cancer | 81,000 compounds, 4.2% hits
# SF-539 – SF-539 CNS cancer; 81,000 compounds, 6.8% hits
# U251 – U251 CNS tumor cells; 80,000 compounds, 5.4% hits
# SF-295 – SF-295 CNS cancer cells; 79,000 compounds, 5.6% hits
# PC-3 – PC-3 prostate cancer cells | AID 1794754 | 80,000 compounds, 3.9% hits
# SNB-19 – SNB-19 CNS cancer cells; 81,000 compounds, 2.5% hits; AID 1794751
# SF-268 – SF-268 CNS cancer cells | 82,000 compounds, 3.1% hits | AID 1794759
# OVCAR-8 – OVCAR-8 ovarian cancer | 81,000 compounds, 4.4% hits | AID 1794782
# Starred values were filed as active, the others as inactive; . = no result given; & = joins results of further samples. Rule for the calls: active = growth percent below 10; inactive = the rest.
smiles	DU-145	SF-539	U251	SF-295	PC-3	SNB-19	SF-268	OVCAR-8
CCOC(=O)CCCCN1C(=O)S/C(=C\c2ccc([N+](=O)[O-])cc2)C1=O	110	96	101	103	91	100	97	100
O=[N+]([O-])c1cccc(/C=N/n2c(N=Nc3c(O)[nH]c4ccccc34)n[nH]c2=S)c1	106	84	103	97	89	96	102	103
O=C(O)C(CCS)(c1ccccc1)c1ccccc1	112	99	101	106	92	109	112	104
CCCCOc1nc2ccc(OC)cc2cc1C(c1cn(CCCC)c2ccc(F)cc12)c1cn(CCCC)c2ccc(F)cc12	117	101	102	99	102	104	106	109
CCCCCc1cc[n+](CC(=O)c2ccccc2)cc1	110&105	102&96	105&103	94	91&86	107&93	107&103	99&97
COc1ccc(C23N=CC4(CCC(=O)N4c4ccccc4C2=O)O3)cc1 (stereo unspecified)	107	101	101	110	92	100	101	98
O=C(NN1C(=O)/C(=C/c2cccs2)SC1=S)c1cccnc1	112	96	93	104	98	98	102	99
O=C(COC(=O)c1ccc(S(=O)(=O)N2CCCCCC2)cc1)NCC1CCCCC1	128	142	97	130	.	76	128	133
CC(=O)Nc1cc(F)ccc1F	109	100	101	100	108	103	103	106
COc1ccc(C(=O)N2N=C(c3ccc(Br)cc3)CC2c2cn(-c3ccccc3)nc2-c2ccccc2)cc1 (stereo unspecified)	47	92	6.7*	71	36	65	72	32
Cn1cnc2c(N(CCO)CCO)ncnc21	104	99	99	99	94	.	101	96
CCSc1nc(-c2ccc(F)cc2)c(C#N)c(=O)[nH]1	122	108	107	103	127	107	116	107
CN(C)C(=S)SC1(CN2CCOCC2)COc2c(Cl)cc(Cl)cc2C1=O (stereo unspecified)	88	62	90	102	71	.	102	95
O=C(Nc1ccccc1)Nc1cc(=O)[nH]c(SCC(=O)N2CCN(c3cc4c(cc3F)c(=O)c(C(=O)O)cn4C3CC3)CC2)n1	105	100	95	96	89	88	97	90
CCOC(=O)c1nc(-c2ccccc2)oc1N(C)CC(O)C(O)C(O)C(O)CO (stereo unspecified)	106	96	92	94	90	99	97	102
COc1cc(CNC(=O)CCCC/C=C/C(C)C)ccc1OCc1cn(-c2ccc(C(F)(F)F)cc2)nn1	81	82	47	91	62	76	88	41
O=C(CCCCCCCCCCBr)OCc1ccccc1	119	109	98	107	111	134	116	101
N#Cc1c(-c2ccccc2)nc2c(c(-c3ccccc3)nn2-c2ccccc2)c1-c1ccc(O)cc1	49	23	24	-43*	4.8*	39	55	56
COc1ccc(-n2c(=O)n(-c3ccc(-c4nc5ccc(F)cc5s4)cc3)c(=O)c3cccnc32)cc1	106	107	97	94	95	99	106	93
COc1ccc(CSc2ncnc3nc[nH]c23)cc1	112	107	111	91	105	.	98	118
O=C(CSc1nc2ccc([N+](=O)[O-])cc2[nH]1)Nc1cccc([N+](=O)[O-])c1	67	67	41	44	45	64	65	60
C/C(=C\c1csc(C)n1)[C@@H]1C[C@@H]2O[C@]2(C)CCC[C@H](C)[C@H](O)[C@@H](C)C(=O)C(C)(C)[C@@H](O)CC(=O)N1	-79*	-87*	-100*	-65*	-64*	-41*	-48*	-74*
COc1ccc(C=NCCCO)cc1	116	102	107	98	95	108	101	107
CSc1nc(NCC(C)C)c(C#N)c(-c2cccc([N+](=O)[O-])c2)n1	100	92	.	98	98	94	95	93
Brc1ccc2[nH]cc(-c3cncn3CCc3ccccc3)c2c1	68	65	56	38	54	66	50	67
COc1cc(-c2nn(-c3ccc(NC(=O)CN4CCOCC4)cc3)cc2-c2ccncc2)ccc1Cl	72	11	54	56	33	59	82	22
NS(=O)(=O)c1ccc(NC(=O)N2CCN(C(=O)Cc3ccc(Cl)cc3Cl)CC2)cc1	111	104	96	103	99	.	99	95
OCCNC(=S)Nc1ccc(-c2nc(N3C[C@H]4CC[C@@H](C3)O4)c3cccn3n2)cc1	8.8*	-12*	8.0*	-34*	9.9*	1.0*	9.2*	-7.1*
Cc1ccccc1NC(=O)N/C(N)=N/c1nc2ccccc2s1	18	-18*	20	12	36	32	49	20
COc1ccc(Cl)cc1NC(=O)c1cc2c(n1C)-c1nc(N)sc1CC2	90	107	99	93	81	102	93	94
O=C1CN(CCN2CC(=O)NC(=O)C2)CC(=O)N1	91	118	100	86	90	99	108	103
O=C(Cc1ccc2c(c1)CN(C1CCC(=O)NC1=O)C2=O)NCc1cccc2ccccc12 (stereo unspecified)	-7.0*	-23*	17	-8.8*	7.0*	-12*	-8.5*	-3.7*
N/C(=N\C(N)=N\c1nc2ccccc2s1)c1ccnc(Br)c1	43	8.4*	26	5.6*	35	39	50	34
CC(C)COc1ccc(-c2nn(-c3ccccc3)cc2/C=C2\SC(=S)N(CCCCCCCCCCC(=O)O)C2=O)cc1	105	104	103	99	97	96	97	101
CN1CC(=O)N(/N=C2\C(=O)Nc3ccccc32)C1=S	109	95	107	94	91	92	96	100
Cc1ccc(S(=O)(=O)OC2C(COCC(=O)O)OC3OC(C)(C)OC32)cc1 (stereo unspecified)	131	97	116	117	96	107	121	119
CC(=O)OCC1OC(OC(C)=O)C(OC(C)=O)C1OC(C)=O (stereo unspecified)	.	92	100	91	98	137	105	104
Cc1ccc(C(=O)/C=C/c2ccc3c(c2)OCO3)cc1	103	101	95	105	88	109	96	97
C=C(C)[C@@H]1CC[C@]2(C(=O)O)CC[C@]3(C)[C@H](CC[C@@H]4[C@@]5(C)CCCNC(C)(C)[C@@H]5CC[C@]43C)[C@@H]12	99	102	71	92	49	83	95	88
Fc1ccc(N/N=C/c2ccc(-n3cccn3)cc2)cc1	94	100	103	88	86	110	81	101
COc1ccc(-c2cc(C#N)c(/N=C\NNC(=O)c3ccccc3)o2)cc1	103	99	98	98	107	97	91	109
CCCCCCOS(=O)(=O)c1ccc(C)cc1	133	91	95	93	97	84	112	95
CCCS(=O)(=O)Nc1ccc(C(=O)CC2(O)C(=O)Nc3ccccc32)cc1 (stereo unspecified)	114	95	103	97	94	98	102	101
O=C(CN1CCOCC1)Nc1nc2c(s1)Nc1cc(Cl)c(Cl)cc1NC2=O	110	107	102	102	107	105	106	101
COc1cc(CNC(=O)/C=C/C=C/c2ccc3c(c2)OCO3)ccc1OCc1cn(-c2ccc(Cl)cc2)nn1	90	26	92	87	75	81	101	58
O=C(O)c1ccc(O)c(CN2CCN(c3cc4c(cc3F)c(=O)c(C(=O)O)cn4C3CC3)CC2)c1	96	95	102	81	86	92	87	88
O=Nc1ccc2ccccc2c1O	94	108	56	83	45	98	92	6.4*
CC(C)=Cc1cc(-c2cc(C=C(C)C)nc(N)n2)nc(N)n1	108	97	99	100	106	.	105	101
Cc1ccc(S(=O)(=O)O)c2ccccc12	108	106	.	104	103	112	100	.
COc1cccc(-c2nc3sccn3c2-c2ccnc(NCCNS(=O)(=O)c3ccc(C(F)(F)F)cc3)c2)c1	49	54	42	28	17	56	36	27

# More records follow:
smiles	DU-145	SF-539	U251	SF-295	PC-3	SNB-19	SF-268	OVCAR-8
O=c1[nH]c(N2CCOCC2)nc2c(-c3cccc4c3sc3ccccc34)cc(Cl)cc12	102	92	96	89	74	101	89	99
C(=N\Nc1ncc(-c2cc3cc4c(cc3o2)OCO4)s1)/c1cccnc1	101	90	93	94	99	88	95	70
C=C/C=C\C(=O)O	103	111	100	111	96	108	98	97
N#Cc1c(-c2ccc(Cl)cc2)nc(SCCCCCC(=O)NO)[nH]c1=O	118	100	107	116	98	102	113	109
O=C1CCC2(CC1C1C=CCC1)OCCO2 (stereo unspecified)	106	103	104	.	111	112	106	121
Cc1cc(O)ccc1C1=NN(c2ccc(S(C)(=O)=O)cc2)C(=O)CC1	92	74	.	32	78	78	80	92
CC(C)C(=O)N1CCN(Cc2csc(Nc3ccc(C[C@@H](NC(=O)Cc4ccccc4)C(N)=O)cc3)n2)CC1	108	107	97	102	97	102	107	97
Oc1ccc(Nc2ccccc2)cc1	95	64	86	82	66	86	88	96
O=[N+]([O-])c1ccc(/C=C/C=C/C2(CCl)OCCO2)cc1	97	112	99	103	98	103	98	104
S=C(NCCCN1CCOCC1)NCCCN1CCOCC1	114	100	94	105	93	.	112	106
CNC1=C([N+](=O)[O-])C(c2ccccc2)C(C#N)=C(c2ccc[nH]2)O1 (stereo unspecified)	108	103	97	101	91	100	100	103
CCO/C=N/C1=C(C#N)C(c2ccc(OC)cc2)c2sc3c(CC)cccc3c2O1 (stereo unspecified)	18	4.0*	27	3.5*	27	38	61	43
COc1ccc(-c2cc(-c3cccnc3)nc(OCc3nnc(-c4ccccc4)o3)c2C#N)cc1OC	105	110	102	108	99	104	103	102
Cc1cc(O)c(C(C)C)cc1N=Cc1ccc(C(C)C)cc1	110	102	101	115	103	98	102	110
O=C1NC(=O)C(CCc2ccccc2)(c2ccccc2)N1 (stereo unspecified)	106	105	100	114	89	92	104	109
NCCCc1nnc(CCC(=O)c2nc3ncccc3[nH]2)o1	104	103	93	94	102	90	96	100
CCCCCN(CCCCC)CC(O)c1cc2c(c3ccccc13)CCCC2 (stereo unspecified)	80&75	52&69	62&63	55	58&36	84&88	80&87	94&89
CC(c1ccccc1)n1c(=O)c2cc3c(=O)n(C(C)c4ccccc4)c(=O)c3cc2c1=O (stereo unspecified)	109	98	103	92	104	97	105	103
COc1ccccc1Cn1cc2c(c1-c1ccccc1)CCCc1cnoc1-2	103	93	90	92	79	93	88	91
COc1cc2c(cc1OC)C(CNC(=O)/C=C/c1cc(OC)c(OC)c(OC)c1)C2 (stereo unspecified)	106	97	106	99	101	101	100	103

# Exported as labelled records: part of the list above
COc1ccccc1Cn1cc2c(c1-c1ccccc1)CCCc1cnoc1-2
  DU-145: 103 | SF-539: 93 | U251: 90 | SF-295: 92 | PC-3: 79 | SNB-19: 93 | SF-268: 88 | OVCAR-8: 91

CCO/C=N/C1=C(C#N)C(c2ccc(OC)cc2)c2sc3c(CC)cccc3c2O1 (stereo unspecified)
  DU-145: 18 | SF-539: 4.0* | U251: 27 | SF-295: 3.5* | PC-3: 27 | SNB-19: 38 | SF-268: 61 | OVCAR-8: 43

NCCCc1nnc(CCC(=O)c2nc3ncccc3[nH]2)o1
  DU-145: 104 | SF-539: 103 | U251: 93 | SF-295: 94 | PC-3: 102 | SNB-19: 90 | SF-268: 96 | OVCAR-8: 100

# Next part:
smiles	DU-145	SF-539	U251	SF-295	PC-3	SNB-19	SF-268	OVCAR-8
COc1ccc2c(c1OC)OCC(CN(C)C)C2=O (stereo unspecified)	92	97	103	96	98	99	110	.
Cc1ccc(-c2cnc3sc(C(=O)NCc4ccccc4)c(C)n23)cc1	106	107	105	110	96	98	103	105
CCOC(=O)/C(C)=N\NC(C)=O	99	101	100	108	106	.	94	103
CCCCOc1ccccc1C(=O)OC	112	99	101	110	101	101	106	111
CCCCCCCCCCCCCCCCCCSC(=N)N	59	87	72	81	65	89	61	87

# 20 of these compounds in a different format:
# Under each structure – DU-145, SF-539, U251, SF-295, PC-3, SNB-19, SF-268, OVCAR-8
Cc1cc(O)ccc1C1=NN(c2ccc(S(C)(=O)=O)cc2)C(=O)CC1
    92, 74, ., 32, 78, 78, 80, 92
CC(C)C(=O)N1CCN(Cc2csc(Nc3ccc(C[C@@H](NC(=O)Cc4ccccc4)C(N)=O)cc3)n2)CC1
    108, 107, 97, 102, 97, 102, 107, 97
Oc1ccc(Nc2ccccc2)cc1
    95, 64, 86, 82, 66, 86, 88, 96
O=[N+]([O-])c1ccc(/C=C/C=C/C2(CCl)OCCO2)cc1
    97, 112, 99, 103, 98, 103, 98, 104
S=C(NCCCN1CCOCC1)NCCCN1CCOCC1
    114, 100, 94, 105, 93, ., 112, 106
CNC1=C([N+](=O)[O-])C(c2ccccc2)C(C#N)=C(c2ccc[nH]2)O1 (stereo unspecified)
    108, 103, 97, 101, 91, 100, 100, 103
CCO/C=N/C1=C(C#N)C(c2ccc(OC)cc2)c2sc3c(CC)cccc3c2O1 (stereo unspecified)
    18, 4.0*, 27, 3.5*, 27, 38, 61, 43
COc1ccc(-c2cc(-c3cccnc3)nc(OCc3nnc(-c4ccccc4)o3)c2C#N)cc1OC
    105, 110, 102, 108, 99, 104, 103, 102
Cc1cc(O)c(C(C)C)cc1N=Cc1ccc(C(C)C)cc1
    110, 102, 101, 115, 103, 98, 102, 110
O=C1NC(=O)C(CCc2ccccc2)(c2ccccc2)N1 (stereo unspecified)
    106, 105, 100, 114, 89, 92, 104, 109
NCCCc1nnc(CCC(=O)c2nc3ncccc3[nH]2)o1
    104, 103, 93, 94, 102, 90, 96, 100
CCCCCN(CCCCC)CC(O)c1cc2c(c3ccccc13)CCCC2 (stereo unspecified)
    80&75, 52&69, 62&63, 55, 58&36, 84&88, 80&87, 94&89
CC(c1ccccc1)n1c(=O)c2cc3c(=O)n(C(C)c4ccccc4)c(=O)c3cc2c1=O (stereo unspecified)
    109, 98, 103, 92, 104, 97, 105, 103
COc1ccccc1Cn1cc2c(c1-c1ccccc1)CCCc1cnoc1-2
    103, 93, 90, 92, 79, 93, 88, 91
COc1cc2c(cc1OC)C(CNC(=O)/C=C/c1cc(OC)c(OC)c(OC)c1)C2 (stereo unspecified)
    106, 97, 106, 99, 101, 101, 100, 103
COc1ccc2c(c1OC)OCC(CN(C)C)C2=O (stereo unspecified)
    92, 97, 103, 96, 98, 99, 110, .
Cc1ccc(-c2cnc3sc(C(=O)NCc4ccccc4)c(C)n23)cc1
    106, 107, 105, 110, 96, 98, 103, 105
CCOC(=O)/C(C)=N\NC(C)=O
    99, 101, 100, 108, 106, ., 94, 103
CCCCOc1ccccc1C(=O)OC
    112, 99, 101, 110, 101, 101, 106, 111
CCCCCCCCCCCCCCCCCCSC(=N)N
    59, 87, 72, 81, 65, 89, 61, 87

# Bioassay records: PubChem, NCI
